CXCR6 block: blocks human CXCR6 beta-arrestin recruitment; CHO-K1 PathHunter CXCR6 beta-arrestin, luminescence; inhibition, % at 20 µM; 360,000 tested, 0.36% active; AID 602244; in the data active = inhibition above about 34%, passing the limit was not always enough;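 note: antagonist mode with CXCL16 agonist at 10 nM final; 0% = 10 nM CXCL16 with DMSO and 100% = unstimulated wells without agonist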
Target sequence (O00574 whole entry, looked up): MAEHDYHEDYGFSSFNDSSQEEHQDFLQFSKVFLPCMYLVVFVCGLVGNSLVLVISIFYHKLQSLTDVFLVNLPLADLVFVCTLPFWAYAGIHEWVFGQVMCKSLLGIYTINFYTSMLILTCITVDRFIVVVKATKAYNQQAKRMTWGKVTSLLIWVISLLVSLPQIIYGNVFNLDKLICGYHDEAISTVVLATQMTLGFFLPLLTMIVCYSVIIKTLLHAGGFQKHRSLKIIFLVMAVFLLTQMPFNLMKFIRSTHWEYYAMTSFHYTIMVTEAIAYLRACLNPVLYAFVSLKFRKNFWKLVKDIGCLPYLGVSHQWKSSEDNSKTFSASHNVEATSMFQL
ATG4B inh: ATG4B (human) cysteine protease inhibition; inhibition, % at 8.33 µM; AID 504462; ATG4B cleavage of LC3-PLA2, NBD-HPC fluorescence, 1 h; Q9Y4P1; 340,000 tested, 0.51% active; in the data active = inhibition above about 40%
EBI2 antag: antagonists of human EBI2 receptor | P32249 | EBI2 beta-arrestin recruitment, luminescence, 7a,25-OHC stimulated | inhibition, % at 5 µM | 360,000 tested, 0.81% active; in the data active = inhibition above about 38%;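 note: enzyme fragment complementation signal reports receptor beta-arrestin coupling in cells; 0% = agonist plus DMSO wells and 100% = wells without agonist; some results beyond the cut were filed as inactive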
APJ agonist: activates the human apelin receptor APJ | P35414 | CHO-K1 APJ PathHunter beta-arrestin, luminescence; 0% DMSO wells, 100% apelin | activation, % at 20 µM | 330,000 tested, 0.11% active | AID 2520;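 active = activation more than six SD over the plate average, tested at 20 µM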;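 note: 0% = DMSO alone and 100% = apelin-13 at 10 nM; some results filed as inactive read as strong as hits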
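assay system = CHO-K1 APJ beta-arrestin complementation cell line | input = cell density 1000 per well | dosing = compound 20 µM once, DMSO 1% | timing = compound 90 min 25 °C, reagent 1 h | measured by = luminescence from split beta-galactosidase complementation, Galacton Star/Emerald II substrate | read-out basis = APJ agonist activity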
APJ antagonist: antagonists of human APJ apelin receptor | P35414 | CHO-K1 APJ beta-arrestin complementation, luminescence | inhibition, % at 20 µM | 330,000 tested, 0.32% active | AID 2521;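 active = inhibition above about 40% at 20 µM, limit read from the data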;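 note: cells challenged with 10 nM apelin-13 agonist together with compound; plate controls were apelin-13 plus DMSO wells for no effect and DMSO wells lacking apelin-13 for full effect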
Gli-Sufu block: Gli-Sufu pathway antagonism. Sufu-KO-LIGHT fibroblasts, Gli luciferase reporter luminescence. inhibition, % at 5 µM. 340,000 tested, 0.74% active;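 active = inhibition above about 55%, limit read from the data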;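 note: 0% = DMSO-treated cells and 100% = wells with medium but no cells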
CCR6 antag: blocks CCL20-driven beta-arrestin recruitment at human CCR6; CHO-K1 CCR6 PathHunter beta-arrestin, luminescence, CCL20-stimulated; inhibition, % at 20 µM; 340,000 tested, 0.49% active; AID 493098;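 active = compounds whose inhibition of the agonist-driven luminescence signal at 20 µM reaches about 50%, limit read from the data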;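 note: cells stimulated with CCL20 at 14 nM final; plate controls were DMSO with CCL20 for no effect and DMSO without agonist for full effect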
Target sequence (P51684 whole entry, looked up): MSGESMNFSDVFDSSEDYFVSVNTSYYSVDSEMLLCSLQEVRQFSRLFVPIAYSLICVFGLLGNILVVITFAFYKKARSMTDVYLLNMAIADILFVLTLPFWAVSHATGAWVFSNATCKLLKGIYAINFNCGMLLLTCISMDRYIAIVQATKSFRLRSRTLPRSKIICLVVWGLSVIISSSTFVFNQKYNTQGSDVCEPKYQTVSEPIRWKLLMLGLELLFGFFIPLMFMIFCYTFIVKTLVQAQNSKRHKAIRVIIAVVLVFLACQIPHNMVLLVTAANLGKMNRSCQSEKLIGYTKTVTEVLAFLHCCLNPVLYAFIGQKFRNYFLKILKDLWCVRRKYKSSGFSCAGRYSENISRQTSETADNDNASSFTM
UBC13 inh: human UBC13 polyubiquitination inhibition | 330,000 tested, 0.47% active | UBC13 polyubiquitin chain formation, TR-FRET | inhibition, % at 20 µM | P61088; in the data active = inhibition above about 45%, passing the limit was not always enough
Target sequence (P61088 whole entry, looked up): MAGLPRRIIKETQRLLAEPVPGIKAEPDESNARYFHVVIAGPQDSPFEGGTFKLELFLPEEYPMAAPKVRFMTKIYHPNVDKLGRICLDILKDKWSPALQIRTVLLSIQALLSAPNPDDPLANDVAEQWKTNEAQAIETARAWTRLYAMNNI
Active calls of the source: *; . = no result given. No enrichment for hits. About 3% of those tested had a hit in this group.

Screens by letter – A = CXCR6 block; B = ATG4B inh; C = EBI2 antag; D = APJ agonist; E = APJ antagonist; F = Gli-Sufu block; G = CCR6 antag; H = UBC13 inh
1) Cc1ccc(C(c2sc3ncnn3c2O)N2CCCCC2)cc1 (stereo unspecified)
  A = 6	B = -15	C = 3	D = 3	E = 4	F = -9	G = 7	H = -2
2) CC1CCN(Cc2cc(=O)oc3cc4c(cc23)CCCC4)CC1
  A = 5	B = -3	C = 8	D = 0	E = -12	F = -10	G = 17	H = 0
3) O=S(=O)(c1ccc(=S)[nH]c1)N1CCN(Cc2ccccc2)CC1
  A = -1	B = 1	C = 9	D = -4	E = 9	F = 19	G = -3	H = 22
4) CC(=O)c1ccc(NC(=O)N2CCCC(C(=O)c3ccc4c(c3)OCO4)C2)cc1 (stereo unspecified)
  A = -11	B = 12	C = 4	D = -1	E = 4	F = -13	G = 34	H = -3
5) COc1cc(-c2[nH]nc3c2C(c2ccco2)C(C#N)=C(N)O3)cc(OC)c1OC (stereo unspecified)
  A = -10	B = -5	C = -5	D = 5	E = 7	F = 4	G = -15	H = 5
6) Cc1cc(NC(=O)CSc2nc3c(c(=O)n(C)c(=O)n3C)n2C(C)C)no1
  A = 2	B = 4	C = 1	D = 0	E = 18	F = 0	G = 9	H = 2
7) O=[N+]([O-])c1ccc(-c2nc3ccc([N+](=O)[O-])cc3[nH]2)cc1
  A = 11	B = -3	C = 6	D = 9	E = -16	F = -72	G = -4	H = -10
8) COc1ccc(-c2nc3cnccn3c2NC(C)(C)CC(C)(C)C)cc1O
  A = 2	B = -10	C = 14	D = 3	E = 2	F = 3	G = -2	H = 18
9) CCOCCCNC(=O)CN1C(=O)/C(=C/c2ccccc2)Sc2ccccc21
  A = 4	B = -15	C = 0	D = -4	E = 6	F = 1	G = 14	H = 29
10) NCC(O)COCCC12CC3CC(CC(C3)C1)C2 (stereo unspecified)
  A = 6	B = -4	C = -1	D = -3	E = -8	F = 0	G = 4	H = 5
11) CNC(=S)N1CCN(C(c2ccccc2)c2ccccc2)CC1
  A = -6	B = 3	C = -1	D = -3	E = 14	F = 1	G = 15	H = -11
12) CN(C(=O)Nc1cccc([N+](=O)[O-])c1)c1ccccc1
  A = 7	B = -2	C = 9	D = .	E = .	F = 1	G = 5	H = .
13) CCOc1ccccc1N1CCN(c2nc3ccccc3nc2C(C#N)C(=O)OC)CC1 (stereo unspecified)
  A = 7	B = 3	C = -30	D = -1	E = -4	F = 11	G = 13	H = -20
14) CCOC(=O)c1c(NC(=O)C2C3C=CC(C3)C2C(=O)O)sc2c1CC(C)CC2 (stereo unspecified)
  A = 1	B = 0	C = 1	D = -4	E = 11	F = -3	G = 7	H = 8
15) CCCn1c(Nc2nc3ccccc3n2C)nc2ccccc21
  A = 70*	B = 20	C = -10	D = 2	E = 8	F = 5	G = 84*	H = -4
16) CCOc1ccc(-n2c(COc3ccccc3)nnc2SCC(N)=O)cc1
  A = -5	B = -15	C = 5	D = 2	E = 14	F = -2	G = -5	H = -2
17) Cc1ccoc1C(=O)N1CCCC(CO)(Cc2ccc(F)cc2)C1 (stereo unspecified)
  A = -6	B = -2	C = -3	D = -3	E = 10	F = -7	G = 5	H = 1
18) Cc1ccc(C(=O)Nc2nc3ccc(S(C)(=O)=O)cc3s2)s1
  A = 0	B = 1	C = 2	D = -3	E = -1	F = -94	G = 3	H = 14
19) Brc1ccc2[nH]c3c(c2c1)CCC3
  A = -8	B = 7	C = 4	D = -3	E = -16	F = 2	G = 12	H = -1
20) CCS(=O)(=O)NC(C)C(c1cccs1)N1CCN(C)CC1 (stereo unspecified)
  A = 4	B = -4	C = 1	D = -7	E = 8	F = -2	G = -8	H = -7
21) CCCOC(=O)Nc1nc(-c2ccc(C)cc2)c(C)s1
  A = 0	B = -4	C = 10	D = -4	E = -26	F = -4	G = 10	H = -15
22) CCOc1ccccc1/C=C(/NC(=O)c1ccccc1)C(=O)N1CCCCC1
  A = 11	B = -3	C = 5	D = -5	E = 10	F = 9	G = 18	H = -9
23) COc1ccc(CCNC(=O)c2cc([N+](=O)[O-])cc([N+](=O)[O-])c2)cc1OC
  A = -4	B = -3	C = -6	D = .	E = .	F = -3	G = -6	H = .
24) CCCCN1CC(COCc2ccccc2)Oc2cccc(F)c2S1(=O)=O (stereo unspecified)
  A = 7	B = 1	C = -1	D = .	E = .	F = 4	G = 3	H = .
25) Cc1ccccc1Cn1cnc2ccccc21
  A = 2	B = 8	C = -5	D = -3	E = 6	F = 1	G = 3	H = -6
26) COC(=O)CNc1nc(-c2ccccc2F)nc2ccccc12
  A = -2	B = -4	C = -2	D = -2	E = 18	F = 9	G = -8	H = 4
27) COc1ccccc1/C=C/C(=O)OCC(=O)NCc1ccco1
  A = -3	B = -2	C = -2	D = 1	E = -4	F = 5	G = 10	H = 7
28) O=C(Cn1ncc2c([nH]c3ccccc32)c1=O)N1CCc2ccccc2C1
  A = -3	B = -5	C = -17	D = -1	E = 21	F = -7	G = 3	H = -3
29) O=C1OC[C@@H]2CCCN2C(=O)[C@H](CC(=O)N(CCO)Cc2ccccc2)C/C=C\C[C@H]1Cc1ccc(F)cc1
  A = 5	B = -20	C = -3	D = -3	E = -3	F = 12	G = 6	H = 4
30) Nc1c(C(=O)C2CC2)sc2nc(-c3ccccc3)cc(C(F)(F)F)c12
  A = 5	B = -17	C = 6	D = -2	E = 8	F = 9	G = 8	H = 8
31) CC(C)CN(C(=O)COC(=O)Cc1c[nH]c2ccccc12)C1CCS(=O)(=O)C1 (stereo unspecified)
  A = -13	B = -6	C = 9	D = -5	E = 2	F = 0	G = -4	H = -7
32) CCN(CC)c1ccc(CNc2nc3ccccc3n2CC)cc1
  A = 0	B = 6	C = 12	D = -2	E = 9	F = -1	G = 15	H = 9
33) Fc1cccc(Cc2noc(CN3CCCCC3CCc3ccccn3)n2)c1 (stereo unspecified)
  A = 6	B = 4	C = 7	D = -2	E = 5	F = 32	G = 9	H = 2
34) CCOc1cccc(CN2CCC(n3nccc3NC(=O)C3CCCC3)CC2)c1
  A = 5	B = 2	C = -14	D = -7	E = 2	F = 22	G = 12	H = 5
35) O=C(COC(=O)/C=C/c1ccc(Cl)cc1)Nc1ccccc1
  A = -3	B = -15	C = 7	D = 0	E = -3	F = -1	G = 6	H = -2
36) COc1cc(C)c(Cl)cc1S(=O)(=O)n1ccnc1
  A = 4	B = 1	C = 7	D = 0	E = 6	F = 4	G = -5	H = -2
37) Cc1nn(CCCC(=O)Nc2sc3c(c2C#N)CCC3)c(C)c1[N+](=O)[O-]
  A = 0	B = -4	C = 9	D = -5	E = -4	F = 5	G = 0	H = 12
38) CN(c1ccccc1)S(=O)(=O)c1cc(Cl)ccc1Cl
  A = 5	B = 3	C = 3	D = -1	E = 2	F = -38	G = 1	H = 9
39) CCN(CC(=O)NC1CC1)S(=O)(=O)c1ccccc1
  A = 4	B = -7	C = 6	D = 2	E = 5	F = 0	G = -2	H = -2
40) Cn1c(=O)c2sccc2n2c(CCCC(=O)N3CCCCC3)nnc12
  A = 0	B = -2	C = -5	D = -2	E = 9	F = 12	G = 11	H = -5
41) COc1ccc(CCNC(=O)C(=O)NCC2OCCN2S(=O)(=O)c2ccc(Br)cc2)cc1 (stereo unspecified)
  A = 5	B = 6	C = -1	D = -1	E = -37	F = -3	G = 13	H = 13
42) O=C(COc1ccc2ccc(=O)oc2c1)Nc1ccc(N2CCCCC2)cc1
  A = -1	B = -1	C = -3	D = -2	E = -59	F = -6	G = 4	H = 35
43) CCOc1ccccc1NC=C1C(=O)OC(C)(C)OC1=O
  A = 0	B = -2	C = -12	D = -1	E = -17	F = 3	G = 15	H = 4
44) CC1CN(S(=O)(=O)c2cccc(C(=O)OCCOc3ccccc3)c2)CC(C)O1 (stereo unspecified)
  A = 3	B = -2	C = 12	D = -2	E = -2	F = -2	G = 6	H = 7
45) O=C(NCCCn1ccnc1)c1cn(-c2ccccc2)nc1-c1ccccc1
  A = 1	B = -1	C = 2	D = -4	E = 0	F = -4	G = 3	H = -2

2 records picked at random from those above, as already listed:
Screens by letter – A = CXCR6 block; B = ATG4B inh; C = EBI2 antag; D = APJ agonist; E = APJ antagonist; F = Gli-Sufu block; G = CCR6 antag; H = UBC13 inh
32) CCN(CC)c1ccc(CNc2nc3ccccc3n2CC)cc1
  A = 0	B = 6	C = 12	D = -2	E = 9	F = -1	G = 15	H = 9
41) COc1ccc(CCNC(=O)C(=O)NCC2OCCN2S(=O)(=O)c2ccc(Br)cc2)cc1 (stereo unspecified)
  A = 5	B = 6	C = -1	D = -1	E = -37	F = -3	G = 13	H = 13

Remaining list, next part.
Screens by letter – A = CXCR6 block; B = ATG4B inh; C = EBI2 antag; D = APJ agonist; E = APJ antagonist; F = Gli-Sufu block; G = CCR6 antag; H = UBC13 inh
46) COc1ccc(NC(=O)CSc2nc3sc(C)c(C)c3c(=O)n2Cc2ccco2)cc1
  A = 2	B = 14	C = 22	D = -3	E = 15	F = 2	G = 12	H = 5
47) COc1ccc(/C=C/c2nnc(NC(=O)C(C)C)s2)cc1
  A = 7	B = -3	C = 11	D = 3	E = 8	F = -7	G = 1	H = 2
48) Cc1ccc(S(=O)(=O)Nc2ccc(O)c3ccccc23)c(C)c1
  A = 9	B = -8	C = 2	D = .	E = .	F = 3	G = 16	H = .
49) Cc1ccc(CSc2nnc(-c3ccc(NS(=O)(=O)c4ccccc4)cc3)o2)cc1
  A = 9	B = 10	C = 6	D = 1	E = -17	F = 11	G = 11	H = -11
50) O=C(O)c1ccccc1/C=N/n1c(C2CCCCC2)n[nH]c1=S
  A = -6	B = 7	C = 10	D = -2	E = -17	F = -9	G = 5	H = -5
51) COc1ccc(CNC(=O)C2CCCC2)cc1
  A = -2	B = 2	C = 8	D = 1	E = 4	F = -13	G = 4	H = 5
52) COc1ccc(N(CC(=O)Nc2ccc(F)c(F)c2)S(=O)(=O)c2c(C)n[nH]c2C)cc1
  A = -2	B = 9	C = 3	D = 0	E = 20	F = 1	G = 8	H = 2
53) C=CCN1C(=O)C(O)(CC(=O)c2ccc(-n3cccc3)cc2)c2ccccc21 (stereo unspecified)
  A = -6	B = 3	C = 24	D = 0	E = 3	F = 5	G = -2	H = -11
54) Cc1c(C(=O)OCC(=O)NCc2ccc3c(c2)OCO3)cccc1[N+](=O)[O-]
  A = 4	B = 34	C = -6	D = -2	E = 8	F = -5	G = 4	H = 10
55) COc1ccc(C=O)cc1Cn1cnc2c(cnn2C)c1=O
  A = -9	B = -5	C = 4	D = -4	E = -11	F = 3	G = 2	H = 8
56) COc1cc(OC)cc(C(=O)Nc2ccc(-c3nc4ccccc4o3)c(O)c2)c1
  A = -5	B = 1	C = -3	D = 7	E = -31	F = -22	G = -10	H = 4
57) CCOc1cccc(C(=O)Nc2cccc(-c3nc4ncccc4o3)c2C)c1
  A = -2	B = -13	C = -9	D = 1	E = -2	F = 4	G = -2	H = -6
58) CC1C(=O)C(C)C(c2cc(Cl)ccc2O)NC1c1cc(Cl)ccc1O (stereo unspecified)
  A = -3	B = -4	C = 23	D = -6	E = 6	F = 28	G = 13	H = 2
59) COCc1cc(CN2CCN(CCc3ccccc3)C(CCO)C2)ccc1OC (stereo unspecified)
  A = -9	B = -5	C = 3	D = -2	E = 17	F = 21	G = 7	H = 3

High-throughput results from PubChem.
